Compound activity (PubChem)
ADAM17 inh – ADAM17 inhibitors, primary screen, biochemical, QFRET | recombinant ADAM17, EDANS/DABCYL FRET peptide cleavage | inhibition, % at 6.95 µM | hit rate 0.83% among 370,000 | AID 720648, 2013;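 active = inhibition above the mean of compounds lying between control limits plus 3 SD, set per campaign, cut at about 8.5% in these data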;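 also: 0% = DMSO-only wells as the low control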
LEDGF integ inh – blockers of LEDGF/p75-dependent integrase strand transfer – biochemical, TR-FRET, high throughput, primary screen; inhibition, % at 3.7 µM; TR-FRET IN-LEDGF/p75 DNA integration, Eu/Cy5; hit rate 0.64% among 370,000;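 active = inhibition above the screen-wide mean plus 3 SD, cut at about 13% in these data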;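 also: signal is the Cy5 over europium emission ratio at 671 and 618 nm; 0% = plate median of compound wells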
KLK7 zymogen act – proKLK7 zymogen activators, primary screen, biochemical, fluorescence intensity. Kallikrein-7 (Homo sapiens), P49862. purified proKLK7, EDANS-DABCYL substrate fluorescence; 100% is mature enzyme control, 0% vehicle. activation, % at 7 µM. hit rate 0.9% among 370,000. AID 652039, 2013;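 active = activation above the mean of all tested compounds plus 3 SD, computed per campaign excluding outliers beyond control limits, cut at about 13% in these data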
ADAM10 inh – human ADAM10 inhibitors, primary screen, biochemical, QFRET, HTS | Disintegrin and metalloproteinase domain-containing protein 10 (Homo sapiens), O14672 | recombinant ADAM10, EDANS/DABCYL FRET peptide cleavage, 3 h | inhibition, % at 7 µM | hit rate 0.62% among 370,000;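 active = inhibition above a per-campaign cutoff equal to the mean of compounds falling between control-based bounds plus 3 SD, cut at about 20% in these data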;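 also: 0% = DMSO wells while the 100% control is not disclosed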
ARFGAP1 inh – inhibitors of rat ARFGAP1 GAP activity, primary screen, biochemical, fluorescence polarization, GDP tracer. ADP-ribosylation factor GTPase-activating protein 1 (Rattus norvegicus), Q62848. Arfgap1-stimulated ARF1 GTP hydrolysis, GDP FP detection. inhibition, % at 16.5 µM. AID 651572, 2012. hit rate 0.26% among 360,000;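 active = inhibition above a per-plate limit, mean inhibition of low control wells plus 3 SD, cut at about 25% in these data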;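 also: 0% = DMSO wells with enzyme and 100% = wells lacking Arfgap1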
Target sequence (Q62848 1-136 limits assumed): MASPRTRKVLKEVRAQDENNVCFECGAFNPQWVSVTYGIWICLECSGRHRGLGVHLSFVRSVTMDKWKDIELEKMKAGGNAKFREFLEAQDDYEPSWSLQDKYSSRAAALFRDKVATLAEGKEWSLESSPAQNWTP
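Replicates: Single well per compound | Assay system: Truncated rat Arfgap1 GAP domain | Control set: No-Arfgap1 wells (100%) versus DMSO full-reaction wells (0%) | Times: Enzyme reaction 120 min at 25 °C after 20 min preincubation | Reagent: Human ARF1(Δ1-17)-GTP substrate | Measured by: Tracer-displacement fluorescence polarization with EDTA stop, 620/688 nm | Measure: Percent inhibition of Arfgap1-stimulated GTP hydrolysis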
TDP2 inh – human TDP2 enzyme inhibitors, primary screen, biochemical, epi absorbance, recombinant enzyme | Tyrosyl-DNA phosphodiesterase 2 (Homo sapiens), O95551 | T5PNP hydrolysis, p-nitrophenol absorbance 415 nm | inhibition, % at 12.8 µM | hit rate 0.34% among 370,000 | AID 720702, 2013;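 active = inhibition above the mean of all tested compounds plus 3 SD, set per campaign, cut at about 25% in these data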;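 also: 0% = DMSO with enzyme and 100% = buffer with substrate but no TDP2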
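Evaluation: % inhibition relative to enzyme-containing and enzyme-free wells. Material: recombinant human TDP2. Benchmarks: enzyme-free and DMSO wells. Timing: enzyme reaction with compound for 2 h at 37 °C. Compound dosing: 12.8 µM only. Measured by: p-Nitrophenol epi absorbance. Reagent: T5PNP substrate at 5 mM, a TopII-DNA adduct mimic. Replication: single well per compound.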
DDE Tn6 FP inh – inhibitors of Tn6 peptide binding to fibrin DD(E), primary screen, biochemical, fluorescence polarization, human fibrin, Tn6 probe; Fibrin DD(E) TRITC-Tn6 fluorescence polarization displacement; AID 720509, 2013; inhibition, % at 8.3 µM; Fibrinogen beta chain (Homo sapiens), P02675; hit rate 0.21% among 370,000;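 active = inhibition above a per-campaign cutoff: mean of compounds within control limits plus 3 SD, cut at about 15% in these data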;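 also: 0% = median of all compound wells on the plate and 100% = blocking peptide control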
Target sequence (P02675 whole entry, looked up): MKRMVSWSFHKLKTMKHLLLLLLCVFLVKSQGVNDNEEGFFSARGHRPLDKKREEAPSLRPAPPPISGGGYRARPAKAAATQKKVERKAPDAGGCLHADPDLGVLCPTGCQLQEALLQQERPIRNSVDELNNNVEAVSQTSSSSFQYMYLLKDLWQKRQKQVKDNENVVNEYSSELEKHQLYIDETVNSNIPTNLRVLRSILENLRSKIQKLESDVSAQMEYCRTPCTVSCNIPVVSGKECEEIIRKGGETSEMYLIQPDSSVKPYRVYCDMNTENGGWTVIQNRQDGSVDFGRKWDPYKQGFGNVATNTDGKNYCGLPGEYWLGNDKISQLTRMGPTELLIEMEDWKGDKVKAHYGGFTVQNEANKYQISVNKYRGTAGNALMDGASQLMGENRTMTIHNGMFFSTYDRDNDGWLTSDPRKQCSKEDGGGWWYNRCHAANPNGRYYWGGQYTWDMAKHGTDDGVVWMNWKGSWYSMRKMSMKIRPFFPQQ
ASAP1 inh – inhibitors of human ASAP1 ArfGAP activity, primary screen, biochemical, fluorescence polarization; ASAP1-stimulated ARF1 GTP hydrolysis, GDP FP detection; inhibition, % at 16.5 µM; hit rate 0.19% among 360,000; AID 624377, 2012; in the data active = inhibition above about 25%;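 also: 0% = vehicle with enzyme and substrate and 100% = no enzyme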
Target sequence (Q9ULH1 325-724 limits assumed): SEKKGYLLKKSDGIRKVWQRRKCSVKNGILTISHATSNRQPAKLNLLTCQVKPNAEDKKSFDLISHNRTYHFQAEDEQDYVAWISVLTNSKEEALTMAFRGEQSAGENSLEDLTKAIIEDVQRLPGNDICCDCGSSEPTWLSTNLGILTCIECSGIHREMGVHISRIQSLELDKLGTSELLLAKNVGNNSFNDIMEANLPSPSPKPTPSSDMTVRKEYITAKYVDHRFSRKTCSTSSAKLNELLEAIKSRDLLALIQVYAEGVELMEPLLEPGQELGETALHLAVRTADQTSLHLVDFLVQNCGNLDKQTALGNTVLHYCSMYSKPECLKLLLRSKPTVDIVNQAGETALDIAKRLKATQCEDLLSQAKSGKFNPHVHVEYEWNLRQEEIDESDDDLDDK
Tn7 DDE FP – inhibitors of Tn7 peptide binding to fibrin DD(E), primary screen, biochemical, fluorescence polarization, human fibrin, Tn7 probe | Fibrinogen beta chain (Homo sapiens), P02675 | FP displacement of FITC-Tn7 peptide from fibrin DD(E); 0% = median of compound wells per plate | inhibition, % at 8.3 µM | hit rate 0.13% among 370,000;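 active = inhibition above the mean of compounds falling within the control limits plus 3 SD of them, cut at about 14% in these data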;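 also: 0% = plate median of compound wells and 100% = 10 µM Aha-Tn7 peptide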
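Assay system: Fibrin-DD(E) protein isolated from polymerized human fibrin clots; read-out basis: percent inhibition; medium: Tris/NaCl/CaCl2 buffer, pH 7.8; signal: FP measurement; incubation: 10 min plus 3 h, room temperature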
PLCg1 inh – PLC-gamma1 enzyme inhibitors, primary screen, biochemical, fluorescence, purified enzyme; fluorogenic substrate; hit rate 0.84% among 370,000; inhibition, % at 12.2 µM; in the data active = inhibition above about 9.5%
The depositor's hits bear a star; i = inactive; . = no result given.

No.	Structure	ADAM17 inh	LEDGF integ inh	KLK7 zymogen act	ADAM10 inh	ARFGAP1 inh	TDP2 inh	DDE Tn6 FP inh	ASAP1 inh	Tn7 DDE FP	PLCg1 inh
1	COc1ccccc1N1CC(C(=O)OC(C)C(=O)N2CCCc3ccccc32)CC1=O (stereo not drawn)	-1	1	0.1	-2	1	-1	-3	-10	2	1
2	O=C(COC(=O)c1cccc(S(=O)(=O)N2CCc3ccccc32)c1)Nc1ncc(C(F)(F)F)cc1Cl	-2	0	-0.1	-8	2	2	6	0	5	-1
3	COc1ccc(C(=O)Nc2ccccc2C(=O)Nc2ccccc2C(=O)O)cc1	3	8	0.4	14	-6	-11	-6	-2	7	-27
4	Cc1cc(SCC(=O)NC2(C#N)CCCCC2)nc2c(C)cccc12	-4	-4	-0.3	-6	-4	-3	6	5	0	2
5	CC(OC(=O)c1ccc(O)cc1)C(=O)Nc1nc(-c2ccccc2)cs1 (stereo not drawn)	4	-1	-0.5	14	2	-9	-6	13	0	6
6	O=C1CSC(c2ccccc2)N1c1cccnc1 (stereo not drawn)	1	0	0.3	4	2	-15	-9	4	-8	4
7	COC(=O)C1=C(C)N(C)C(=NCc2ccc(OC)cc2)NC1c1cccc(F)c1 (stereo not drawn)	1	-1	0.3	0	3	7	1	-3	1	2
8	O=C(O)C1CCCCC1C(=O)NCc1ccccc1 (stereo not drawn)	0	3	0.6	5	9	6	-4	6	-9	5
9	O=C1NC[C@H](c2ccccc2)N(CC2CCCCC2)C1=O	-6	0	-0.1	-1	1	-5	1	9	0	2
10	CCOC(=O)C1=C(C)Nc2nc3ccccc3n2C1c1cccs1 (stereo not drawn)	-3	-1	-0.6	-10	-4	-6	6	-19	0	-2
11	N#CCC(=O)Nc1ccc(C(=O)OCC(=O)Nc2cccc(C(F)(F)F)c2)cc1	6	-2	0.9	9	10	5	3	2	4	-8
12	C=CC[C@H](CC(=O)N(CCO)Cc1ccccc1)C(=O)N[C@H](COC(=O)[C@@H](CC=C)Cc1ccc(F)cc1)Cc1c[nH]c2ccccc12	15*	-3	1.7	27*	1	-22	1	1	-3	7
13	CCOC(=O)N1CCN(c2c(N3CCN(c4ccccc4F)CC3)c(=O)c2=O)CC1	-1	-1	-0.6	9	8	-4	-10	5	6	4
14	CN(C)c1ccc(-c2nc3ccccc3c(=O)[nH]2)cc1	-3	-11	0.1	3	3	-4	-6	-6	-2	-42
15	Cc1ccc(-c2nnc(-n3nnc4ccccc43)c3ccccc23)cc1	-1	1	-0.4	2	-8	4	-4	-1	1	0
16	Cc1cccc(CNc2ccc(C(CC(N)=O)NC(=O)Cc3cccc4ccccc34)cc2[N+](=O)[O-])c1 (stereo not drawn)	6	1	0.6	9	1	-16	-5	6	0	6
17	COC(=O)c1[nH]c2ccc(C)cc2c1NC(=O)C(C)N1CCN(C2CCCCC2)CC1 (stereo not drawn)	-29	-1	3.3	-120	7	-11	-3	5	-11	-59
18	O=c1cc(CO)oc(CN2CCN(c3ccccc3)CC2)c1O	-3	-5	0.3	-8	-7	-2	2	3	-2	-1
19	c1ccc(Nc2ncnc3sccc23)cc1	-3	1	0.0	1	-7	6	5	6	7	-7
20	C=C1[C@H](C)CN(S(=O)C(C)(C)C)[C@H]1CCO (stereo partly drawn)	-3	0	0.4	-14	9	2	-1	12	-2	2
21	CC(C)(C)c1ccc(CC(=O)N2CCC2(C)C(=O)N2CCCCC2)cc1 (stereo not drawn)	-1	-9	-0.8	-6	0	-9	4	-2	-2	2
22	O=C(/C(N=Nc1cccc(C(F)(F)F)c1)=C(/O)c1cccs1)C(F)(F)F	4	5	0.0	11	5	-9	-1	4	-7	0
23	Cc1ccc(NC(=S)NC2CCCC2)cc1C	0	1	0.5	-2	2	16	2	-4	-4	2
24	COCCCn1c(=NC(=O)c2ccccc2)c(C#N)cc2c(=O)n3cccc(C)c3nc21	-417	2	6.4	i	14	8	-2	8	5	-136
25	CCOCCc1nnc(NC(=O)CS(=O)(=O)Cc2ccccc2)s1	-5	-3	-0.3	-12	7	-14	2	12	-4	2
26	C=CCSc1nnc(CNC(=O)c2ccc(Cl)cc2)n1CC	-1	-1	0.8	-4	1	6	2	4	5	-2
27	COc1ccc([C@H]2N[C@]3(CCCN(CC4CCCCC4)C3=O)[C@H]3C(=O)N(Cc4ccccc4)C(=O)[C@@H]23)cc1	0	3	0.3	6	14	3	-1	-2	1	5
28	CCc1ccc(C(=O)CCC(=O)Nc2ccc(OC)c(S(=O)(=O)N3CCCCC3)c2)cc1	6	-2	0.6	14	0	-7	0	6	-3	2
29	CCCCCOc1ccc(C(=O)OCC(=O)Nc2cc(C)on2)cc1	0	-2	-0.4	0	-11	-15	1	-9	6	-1
30	C/C(=N/NC(=O)CNC(=O)c1ccccn1)c1ccc([N+](=O)[O-])cc1	3	2	0.0	2	-13	-1	8	-1	-2	1
31	O=C(Cn1nc(-c2ccco2)ccc1=O)Nc1ccc(Br)cc1	-33	6	4.1	-118	-12	3	-1	-8	-2	-110
32	Cc1ccc2cc3c(N)c4c(C)ccc(C)c4nc3nc2c1	-1	2	-0.1	3	-4	6	-4	3	-2	-78
33	COC(=O)CN(n1cnnc1)S(=O)(=O)c1ccccc1	-1	-1	0.1	-2	-9	3	5	6	3	0
34	Cc1cc(O)cc(O[C@H]2OC(CO)[C@H](O)[C@@H](O)[C@H]2O)c1 (stereo partly drawn)	-3	-2	0.8	-6	2	-1	8	4	5	0
35	Cc1cccc(C(=O)NC(=S)Nc2ccc(Cc3ccncc3)cc2)c1	-1	2	0.9	1	-3	0	-2	6	1	0
36	CCC(=O)Nc1ccccc1N1CCN(S(C)(=O)=O)CC1	-4	-1	0.6	7	-6	4	0	-6	6	1
37	COC(=O)C1C(=O)C(C(=O)/C=C/c2ccccc2)C(=O)CC1(C)C (stereo not drawn)	1	3	0.4	-2	-10	-1	7	9	0	-3
38	CCOC(=O)c1ccc(NC(=S)N2CCCC(C)C2)cc1 (stereo not drawn)	-4	-2	0.4	-5	9	-5	1	3	-1	-4
39	CCCCOc1ccc(C(C)NC(=O)C2CCCN(S(=O)(=O)CCC)C2)cc1 (stereo not drawn)	4	-2	0.3	-11	9	-7	-4	0	-3	7
40	Nc1nc(SCc2ccccc2)c2ncn(C3CCCCC3)c2n1	0	-3	0.2	-5	15	-1	3	-11	-6	1
41	Cc1ccc(CNC(=O)CCNS(=O)(=O)c2cccs2)cc1	-5	-4	0.3	-8	1	-3	8	14	0	0
42	O=C(O)CCn1cc(-c2ccc(Cl)cc2)nc1-c1ccc(Cl)nc1	-3	2	-0.1	-8	0	10	3	-4	4	-7
43	CCCS(=O)(=O)NCCc1cc2c(OC)ccc(OC)c2[nH]c1=O	-5	2	0.0	-16	1	-2	-3	4	-2	-126
44	COCCNC(=O)c1c[nH]n2c(=O)cc(C3CCN(C(=O)OC(C)(C)C)CC3)nc12	-6	2	-0.8	-21	7	10	3	5	-5	-1
45	C=CCn1c(SCC(=O)N2CCc3ccccc3C2)nnc1-c1ccncc1	-2	3	-0.5	1	11	2	-1	2	0	2
46	O=C(NC1(C(F)(F)F)OCCO1)c1ccc(F)cc1	0	1	-0.1	-3	-15	16	-3	-3	-5	0
47	C/C(=N\NC(=O)c1ccccc1O)C1C(=O)c2ccccc2C1=O	3	-5	0.6	0	4	-3	-10	-50	-5	-7
48	Cc1cc(/C=N\NC(=O)COc2cccc3cccnc23)c(C)n1-c1ccc(Br)cc1	-3	-5	0.2	-4	-7	11	-5	9	6	-23
49	CN(CC(=O)NCc1ccco1)S(=O)(=O)c1ccc2c(c1)c(=O)n(C)c(=O)n2C	-3	1	0.5	-1	-11	-2	5	18	-7	1
50	CN(C)S(=O)(=O)c1cc(NC(=O)CN2CCCc3ccccc32)ccc1Cl	4	3	0.4	15	-7	-15	-3	3	4	-3
51	O=C1Nc2ccccc2C(O)(C(=O)NCc2ccc3c(c2)OCO3)N1c1ccccc1 (stereo not drawn)	-4	0	0.4	-14	-1	4	-6	-16	4	1
52	Cc1c[n+]([O-])cc(C)c1Oc1ccccc1	-9	-1	-0.4	-3	-4	2	3	-1	2	-2
53	Cc1ccc(C2(C)NC(=O)N(CC(=O)N3CCN(C(=O)c4cccs4)CC3)C2=O)cc1 (stereo not drawn)	-3	2	-0.4	-8	11	1	8	-14	2	0
54	Cn1cc(C(=O)C(=O)N2CCN(c3ccccc3)CC2)c2ccccc21	2	6	-0.3	9	14	-9	-1	13	-6	1
55	Cc1cccc2sc(NNC(=O)c3ccc(S(=O)(=O)N4CCc5ccccc5C4)cc3)nc12	8	0	-1.3	14	6	-19	-2	4	-9	-78
56	CCC(=O)c1ccc(O)c(CC=C(C)C)c1	0	2	-0.3	0	2	9	1	4	-7	1
57	COc1ccc(OCCCC(=O)OCC(=O)N2CCN(S(=O)(=O)c3ccc(C)cc3C)CC2)cc1	3	0	1.3	8	0	-4	1	0	-4	4
58	CC(C)(C)OC(=O)NCc1ccccc1/C=C/S(=O)(=O)NCc1ccccc1	1	-3	0.2	5	.	2	7	.	1	1

Structures listed so far marked active in ADAM17 inh.
No.	Structure	ADAM17 inh	LEDGF integ inh	KLK7 zymogen act	ADAM10 inh	ARFGAP1 inh	TDP2 inh	DDE Tn6 FP inh	ASAP1 inh	Tn7 DDE FP	PLCg1 inh
12	C=CC[C@H](CC(=O)N(CCO)Cc1ccccc1)C(=O)N[C@H](COC(=O)[C@@H](CC=C)Cc1ccc(F)cc1)Cc1c[nH]c2ccccc12	15*	-3	1.7	27*	1	-22	1	1	-3	7
